A549 viability – kills or reduces viability of A549 cells in Nrf2 counter-screen. A549 ARE-Fluc cells, CellTiter-Fluor viability, 18-24 h. AID 504648. Potency, µM (top dose mostly 46 µM), inactives show at the highest dose activity change, negative = cytotoxicity, actives largely listed as inhibitors. 0.16% of 390,000 active; note: potency is the fitted concentration of half-maximal effect; % is set by controls: 0 for no effect and ±100 for the full control effect
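A549 ARE-Fluc cells in 5% FBS OPTI-MEM, 5000 cells/well, rested 2 h then exposed to compounds in concentration-response for 18-24 h at 37 °C. Viability by CellTiter-Fluor fluorescence (Ex 405/Em 525) after 30 min; luciferase luminescence (BugLite, 15 min, RT) read afterwards.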
CCT chaperon mod – changes cytosolic chaperonin activity; purified chaperonin ATPase assay, HTRF ADP detection, 30 min; activity change, % (concentration not given with the values), hits read low; 0.3% of 360,000 active; AID 651819; in the data active = activity change below about -30%; note: % is set by controls: 0 for no effect and ±100 for the full control effect
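TRiC at 40 or 20 nM final (batch-dependent) in 30 mM Tris pH 7.4, 100 mM KCl, 5 mM MgCl2, 1 mM DTT, with compound at single 76 uM and 10 uM ATP, 30 min at 37 deg C. ADP detected by HTRF Transcreener, 665/615 ratio.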
Nrf2 activator – Nrf2 pathway activation | AID 624171 | AREc32 ARE-luciferase reporter (MCF7-derived line), luminescence, 24 h | Potency, µM (top dose mostly 46.1 µM), for inactives: top-dose activation, most hits filed as activators | 0.31% of 410,000 active; note: potency is the fitted concentration of half-maximal effect; % of control where 0% means no effect; nearly all actives have a fitted effect of over 65% in size
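Cells of the AREc32 ARE-luciferase line are plated in OPTI-MEM containing 5% FBS and left overnight at 37 deg C. Compounds are pinned in, incubation continues 24 hr, and firefly luciferase signal is then measured.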
Akt phos inh – blocks phosphorylation of Akt; Neuro2A IGF-stimulated pAkt S473 HTRF, 20 min; hits give low values; activity change, % for hits at 50 µM; 0.32% of 360,000 active; AID 651550; in the data active = activity change below about -80%; inconclusive = mostly about -51% to -80%; note: % is set by controls: 0 for no effect and ±100 for the full control effect
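Neuro2A cells in DMEM with 0.5% FBS, overnight at 37 deg C, given compound at single 50 µM final, then IGF (6 nM final) for 20 min at 37 deg C. Lysed; phospho-Akt Ser473 by HTRF after 24 h, 665/615 ratio.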
HepG2 tox – counter-screen for TGF-b inhibitors: cytotoxicity in HepG2 cells; HepG2 CAGA-GFP viability, ATP luminescence, 18 h; Potency, µM (top dose mostly 46.1 µM), inactives show at the highest dose activity change, negative = cytotoxicity, actives largely listed as cytotoxic; 0.76% of 410,000 active; AID 588856; note: potency is the fitted concentration of half-maximal effect; some results filed as inactive show a strong effect at the top dose
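HepG2 CAGA-GFP cells (1000/well, DMEM with 1% FBS) received compound, then TGF-beta at 500 pg/mL final, and were incubated 18 hours at 37 degrees C. Viability was read by CellTiter-Glo luminescence. Media-only wells were set as complete cell-killing and DMSO as no toxicity.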
Nrf2 inh – blocks Nrf2 signaling; A549 ARE-Fluc reporter, luciferase luminescence, 18-24 h; Potency, µM (series often up to 46 µM), for inactives: top-dose activity change, negative = inhibition, most hits filed as inhibitors; 2.1% of 360,000 active; note: potency is the fitted concentration of half-maximal effect; % is set by controls: 0 for no effect and ±100 for the full control effect; nearly all actives have a fitted effect of over 60% in size
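Reporter: ARE-Fluc in A549. Exposure: 18-24 h, 37 °C, 5% CO2, 5% FBS OPTI-MEM. Readouts: fluorescent cytotoxicity (CellTiter-Fluor), then luminescent Nrf2 signal after BugLite.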
Abeta rescue – restores growth of yeast expressing A-beta42 peptide. Potency, µM (titrated, usually from 46.1 µM), for inactives: at the top dose growth rescue, most hits filed as activators. 0.063% of 410,000 active. yeast expressing A-beta42, growth rescue, OD600, 48 h; response scale: 0% DMSO, 100% iron-clioquinol control. AID 1347071; note: potency is the fitted concentration of half-maximal effect; nearly all actives have a fitted effect of over 55% in size
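Yeast A-beta toxicity model in growth medium with pinned compounds, 48 h at 30 C; growth read as absorbance at 600 nm. Normalized to FeCl3/clioquinol equimolar mix (positive) and DMSO (negative).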
TGFb SMAD3 inh – blocks TGF-b signaling. HepG2 CAGA-GFP TGF-b/SMAD3 reporter, GFP fluorescence, 18 h; TGF-beta stimulated, 500 pg/mL final. Potency, µM (highest dose often 46.1 µM), inactives show at the highest dose activity, negative = inhibition, usual class: inhibitors. 1.2% of 410,000 active; note: potency is the fitted concentration of half-maximal effect; % is set by controls: 0 for no effect and ±100 for the full control effect; nearly all actives have a fitted effect of over 65% in size
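HEPG2 CAGA-GFP, 1000 cells/well; 2 h settle, 37 C; cpd via pin tool; TGF-b 500 pg/mL final; 18 h, 37 C; GFP imaging ex488/em500-530; %Activity normalised to -TGF-b and +DMSO controls; CRC fit, curve class.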
MmCpn inh – M. maripaludis TRiC chaperonin inhibition; purified Mm-Cpn ATPase, ADP Transcreener TR-FRET; Potency, µM (titrated, usually from 76.9 µM), for the others: at the highest dose activity, negative = inhibition, actives largely listed as inhibitors; 0.031% of 330,000 active; AID 504842; note: potency is the fitted concentration of half-maximal effect; % is set by controls: 0 for no effect and ±100 for the full control effect; nearly all actives have a fitted effect of over 80% in size
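Inhibition of chaperonin ATP hydrolysis is measured as reduced ADP production, detected by competitive TR-FRET in which signal falls with ADP. Final enzyme 25 nM and ATP 10 uM, reacted 30 min at 37°C.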
* = called active by the depositor; i = inactive; ? = inconclusive; . = not tested or not shown; [ ] = dose if it differs, or a comment. Unless noted, calls come from the whole dose curve; as a rule, active = well fitted curve in the direction sought with a large enough effect; inconclusive = small, poorly fitted or top-dose-only effect, or another doubt; inactive = no such curve, though single readings can be large; an effect the other way counts as inactive or inconclusive.

Screens in order: A549 viability	CCT chaperon mod	Nrf2 activator	Akt phos inh	HepG2 tox	Nrf2 inh	Abeta rescue	TGFb SMAD3 inh	MmCpn inh
Cc1nc2cc(NC(=O)N(C)c3ccc4ccccc4c3)ccc2o1
    -4%	1.7	-0.8%	i	-16%	0%	-10%	?	-2%
CCOc1ccccc1NC(=O)Cn1nnc(-c2ccc(OCC)c(OCC)c2)n1
    -16%	-0.5	0.4%	i	-33%	-27%	8%	7%	-2%
COc1cccc(C(=O)Nc2cc(C(F)(F)F)ccc2Cl)c1
    -10%	-0.7	6.7%	i	-22%	8%	11%	0%	1%
O=C(Nc1ccc(F)cc1F)C1CCN(C(=O)c2ccc(Br)cc2)CC1
    6%	-0.4	-0.6%	i	-10%	4%	13%	-1%	-2%
CCCCCCn1c(CN2CCCCC2CC)nc2c1c(=O)n(C)c(=O)n2C (stereo not given)
    16%	-0.9	-0.7%	i	-16%	-5%	5%	2%	-12%
O=C(CSC1=NC2(CCCCCC2)N=C1c1ccccc1)Nc1ccc2c(c1)OCCO2
    -9%	-0.2	12%	i	-18%	?	-1%	-19%	-1%
O=C(NCCc1ccccn1)C1CCCN1S(=O)(=O)c1ccc(Cl)cc1 (stereo not given)
    -2%	-0.2	-0.3%	i	7%	0%	4%	11%	0%
Cc1ccc2nc(-c3ccccc3)cc(C(=O)Nc3cccnc3)c2c1
    -7%	0.9	2.0%	i	6%	10%	4%	?	-3%
Cc1cc(C)n(Cc2ccccc2)c(=O)c1S(=O)(=O)c1ccccc1
    3%	-2.6	1.8%	i	-8%	?	?	3%	-1%
COc1ccc2nc(NC(=O)c3nc(SCc4cccc(C)c4)ncc3Cl)sc2c1
    1%	.	0.4%	.	-19%	23%	-12%	-4%	.
COC(CNC(=O)CN1CCN(Cc2ccccc2F)C1=O)OC
    3%	0.3	0.4%	i	7%	1%	-6%	-12%	0%
O=C(COc1ccc(S(=O)(=O)N2CCOCC2)cc1)NC1CCCC1
    0%	-4.6	-0.6%	i	-14%	-9%	6%	-4%	0%
COc1ccc(NS(=O)(=O)c2ccc3oc(SCc4ccc(F)cc4)nc3c2)cc1
    -5%	-0.6	4.0%	i	-10%	18µM*	14%	?	1%
CCOc1ccc(Cl)cc1CN1CCOCC1
    2%	-1.3	0.2%	i	4%	4%	-4%	1%	-2%
O=C(c1ccc(NC(=S)NCc2ccc(Cl)cc2)cc1)N1CCCCC1
    0%	-2.9	1.0%	i	-20%	-29%	0%	-29%	2%
CCOC(=O)c1ccc(NC(=O)C2CCN(C(=O)N3CC(C)Oc4ccc(C)cc43)CC2)cc1 (stereo not given)
    2%	.	0.0%	.	-68%	12%	7%	?	.
CC(C)/C=C/C(=O)N1CCC(N2CCC(C(=O)NCC3CCCO3)CC2)CC1 (stereo not given)
    .	-3.2	-0.1%	i	-8%	.	-7%	-1%	.
O=C(Nc1nc2ccccc2n1Cc1ccccc1)c1ccco1
    -14%	-3.0	0.3%	i	-19%	16µM*	1%	-30%	-1%
O=C(NCCCN1CCOCC1)c1ccc(N2CCCC2)c([N+](=O)[O-])c1
    0%	-1.1	2.0%	i	-5%	-6%	-14%	2%	-4%
CN(C)C(=O)C(OC(=O)c1ccc2c(c1)CCCC2)c1ccccc1 (stereo not given)
    0%	-1.6	-1.0%	i	-1%	-5%	30%	0%	0%

Compound profiles, from the list above. Order of screens: A549 viability | CCT chaperon mod | Nrf2 activator | Akt phos inh | HepG2 tox | Nrf2 inh | Abeta rescue | TGFb SMAD3 inh | MmCpn inh
`O=C(Nc1ccc(F)cc1F)C1CCN(C(=O)c2ccc(Br)cc2)CC1` in the list: 6% | -0.4 | -0.6% | i | -10% | 4% | 13% | -1% | -2%
`O=C(c1ccc(NC(=S)NCc2ccc(Cl)cc2)cc1)N1CCCCC1` in the list: 0% | -2.9 | 1.0% | i | -20% | -29% | 0% | -29% | 2%

Following part
Screens in order: A549 viability	CCT chaperon mod	Nrf2 activator	Akt phos inh	HepG2 tox	Nrf2 inh	Abeta rescue	TGFb SMAD3 inh	MmCpn inh
C[C@@H]1CN([C@@H](C)CO)C(=O)CCCn2nncc2CO[C@H]1CN(C)Cc1cccc(O)c1
    .	0.1	-0.7%	i	-5%	.	-11%	-9%	.
CCOCCCNC(=O)c1ccc2c(c1)ncn2-c1ccc(C)cc1C
    11%	-1.0	-0.4%	i	1%	-22%	-11%	3%	1%
Cc1ccc(/C=C/C(=O)OCC(=O)N2CC(=O)Nc3ccccc32)o1
    -1%	1.2	19%	i	-3%	?	-9%	-17%	-4%
CCOC(=O)c1c(NC(=O)CC2SC(=NC)N(C)C2=O)sc(C)c1C (stereo not given)
    -1%	-4.3	0.2%	i	3%	-17%	11%	-3%	1%
O=C(O)c1c2cc(Br)ccc2nc2[nH]c(=O)[nH]c(=O)c12
    -6%	0.2	0.2%	i	11%	9%	-3%	-6%	.
OCC1OC(Oc2c(Br)cc(Br)cc2Br)C(O)C(O)C1O (stereo not given)
    4%	-1.0	-0.5%	i	9%	0%	-46%[inhibitor]	12%	.
COc1ccc(NC(=S)N(CCN(C)C)Cc2cccs2)cc1
    1%	2.3	-0.7%	i	-9%	-1%	-12%	-11%	0%
CCc1ccc(OCc2ccc(C(=O)OC)o2)cc1
    8%	-2.1	-0.7%	i	-6%	?	-4%	-2%	-21%
CC(C)CC(CO)N1CCN(C(=O)c2cccc(C(F)(F)F)c2)CCC1=O (stereo not given)
    -5%	-1.3	-0.7%	i	1%	5%	0%	2%	-1%
COc1ccc(C(=O)n2cc(C(=O)c3cc(C)ccc3O)cn2)cc1
    1%	-1.8	-0.6%[9.22 µM]	i	-16%	10%	-8%	0%	0%
CC1(C)OC(=O)C2=C(C[C@@H](C3CC3)O[C@@H]2C2CC2)O1
    .	0.2	-1.2%	i	.	.	11%	.	.
COc1ccc(N2CCN(C(=O)CSc3nnc(COc4cccc5cccnc45)o3)CC2)cc1
    -16%	-1.6	0.3%	.	-6%	?	8%	-33%	2%
Cc1cc(=O)[nH]c2nnnn12
    -2%	1.4	-1.1%	i	9%	6%	10%	0%	-1%
Cc1csc(NC(=O)c2ccc3ccccc3n2)n1
    5%	0.6	14%	i	-34%	?	-11%	-11%	0%
O=C(Nc1ccccc1)c1ccc(Nc2c([N+](=O)[O-])cc([N+](=O)[O-])c3ccccc23)cc1
    -29%	-0.2	0.3%	i	-3%	7.3µM*	12%	0%	0%
CCN(C(=O)c1sc2nc3n(c(=O)c2c1C)CCCCC3)c1ccc(OC)cc1
    -13%	.	8.6%	.	1%	-1%	-15%	3%	.
CN(CC(=O)NC1CC(C)(C)NC(C)(C)C1)S(=O)(=O)c1cc(Cl)ccc1Cl
    -14%	-1.7	-0.5%	i	3%	7%	5%	-10%	-2%
CC(C)(C)c1cc(=O)n2[nH]c(N)nc2n1
    -9%	-0.3	0.3%	i	-1%	0%	-10%	10%	1%
CC1CN(S(=O)(=O)c2cc(C(=O)NCCC3=CCCCC3)ccc2Cl)CC(C)O1 (stereo not given)
    -19%	1.6	2.6%	i	-9%	8.2µM*	4%	-15%	0%
CC1CCN(C(=O)CSc2nnc(-c3ccco3)n2N)CC1
    .	-0.7	-0.3%	i	4%	.	8%	-1%	.
CCCCSc1nc(C)nc2c1c(=O)n(C)c(=O)n2C
    17%	0.9	0.0%	i	-20%	0%	-19%	-6%	1%
C/C(=C\C(=O)c1ccc(Br)cc1)NCc1ccc2c(c1)OCO2
    2%	-1.8	2.1%	i	-36%	?	-1%	0%	0%
CCc1ccc(Nc2ccc3nonc3c2[N+](=O)[O-])cc1
    3%	-0.8	-0.2%	i	28%	4%	-14%	0%	.
CCn1c(CNC(=O)c2ccc(OC)c(OC)c2)nnc1SCC(=O)Nc1ccc(OC)cc1
    -1%	-2.3	-0.4%	i	2%	?	0%	13%	-1%
CS/C(=C\[N+](=O)[O-])Nc1ccc(Cl)cc1
    -12%	1.3	?	i	-15%	8%	-29%	7%	0%
C=CCN=C1CC(C)(C)C(C(=O)OC)C(O)=C1C(=O)CCC (stereo not given)
    0%	-3.7	0.0%	i	-10%	-18%	7%	5%	1%
CN(C)CCCCOc1ccc(F)cc1
    1%	1.1	0.0%	i	-32%	-3%	-18%	-45%	-13%
COc1ccc(-c2csc3nc(C)nc(N4CCCCC4)c23)cc1OC
    -1%	2.0	16µM*	i	-7%	-20%	-15%	-3%	-7%
CCOC(=O)C(C)Sc1ncc(-c2ccc(Cl)cc2)cn1 (stereo not given)
    -2%	-3.4	0.4%	i	-24%	1%	-14%	6%	0%
C/C(=N\NS(=O)(=O)c1ccccc1)c1cc(Cl)cc(Cl)c1O
    6%	-1.4	2.0%	i	-30%	-4%	11%	?	1%
Cc1ccc2nc(Nc3nc(C)cc(-c4ccccc4)n3)[nH]c(=O)c2c1
    -1%	1.0	0.3%	i	2%	-25%	-4%	0%	1%
CC(OC(=O)c1ccc(NC(=O)CC#N)cc1)C(=O)Nc1nc(-c2ccccc2)cs1 (stereo not given)
    0%	-2.1	3.5%	i	-3%	1%	-10%	-19%	-11%
COc1cccc(NC(=O)C2C3CCC4C(CCC32)C4(Cl)Cl)c1 (stereo not given)
    -11%	-0.9	-1.2%	i	-10%	-3%	-6%	1%	0%
O=S(=O)(Nc1cccc(-c2ccc(N3CCOCC3)nn2)c1)c1ccccc1C(F)(F)F
    5%	.	2.6%	.	-24%	.	-22%	-2%	.
Nc1nnc(Cc2c[nH]c3ccccc23)s1
    -6%	0.3	1.0%	i	-20%	6%	8%	?	0%

Screening data: PubChem BioAssay, National Center for Advancing Translational Sciences (NCATS)
